ERa SRC1 inh – blocks coactivator binding to human estrogen receptor alpha | P03372 | TR-FRET ER-alpha LBD / SRC-1 peptide, estradiol-bound | inhibition, % at 25.6 µM | 86,000 compounds, 1.7% hits | AID 629; in the data active means inhibition above about 50%;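 further: 0% = receptor plus peptide control and 100% = peptide only without receptor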
Lung fibro prol – blocks proliferation of human lung fibroblasts. AID 719. 85,000 compounds, 1.1% hits. viability, % at 10 µM. LL 47 human lung fibroblast viability, ATP luminescence; active compounds read low;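 active means viability at or below 50% in the single dose screen; inactive means viability above 50%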;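 further: compound exposure lasted 72 h before the ATP readout; 100% = median luminescence of untreated cell-only wells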
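Times – overnight cell rest, 72 h compound treatment at 37 °C · Test system – human lung fibroblast line LL 47, low passage · Amount – 1,150 cells in each well · Controls – cell-only wells, no compound · Doses – 0.1% DMSO in all compound wells · Measured by – CellTiter-Glo luminescence · Buffer or medium – IMEM plus 15% FBS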
MT1-MMP txn act – MT1-MMP promoter transcription activation; HT1080 MT1-MMP promoter luciferase reporter, luminescence, overnight; active compounds read high; activation factor at 10 µM; 86,000 compounds, 0.16% hits;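 active means activation factor of at least 2 for MT1-MMP transcription at 10 µM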
H69AR inhibit – growth inhibitors of human H69AR lung tumor cells; H69AR lung tumor viability, ATP luminescence, 72 h; active compounds read low; viability, % at 10 µM; 85,000 compounds, 6% hits; AID 598;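 active means viability at or below 40%; inactive means viability above 40%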;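 further: multidrug resistant small cell line overexpressing MRP-1 efflux transporter; 100% = mean luminescence of untreated control wells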
Smad3 FoxH1 inh – blocks human Smad3 binding to FoxH1 peptide. AID 630. inhibition, % at 25 µM. 88,000 compounds, 0.29% hits. TR-FRET Smad3/Dy647-FoxH1 peptide binding, europium anti-His;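 active means compounds that reduce the energy-transfer binding signal between the protein and its labelled peptide by more than half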;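 further: 0% = Smad3 plus labelled peptide maximal FRET and 100% = peptide-only background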
Target sequence (P84022 whole entry, looked up): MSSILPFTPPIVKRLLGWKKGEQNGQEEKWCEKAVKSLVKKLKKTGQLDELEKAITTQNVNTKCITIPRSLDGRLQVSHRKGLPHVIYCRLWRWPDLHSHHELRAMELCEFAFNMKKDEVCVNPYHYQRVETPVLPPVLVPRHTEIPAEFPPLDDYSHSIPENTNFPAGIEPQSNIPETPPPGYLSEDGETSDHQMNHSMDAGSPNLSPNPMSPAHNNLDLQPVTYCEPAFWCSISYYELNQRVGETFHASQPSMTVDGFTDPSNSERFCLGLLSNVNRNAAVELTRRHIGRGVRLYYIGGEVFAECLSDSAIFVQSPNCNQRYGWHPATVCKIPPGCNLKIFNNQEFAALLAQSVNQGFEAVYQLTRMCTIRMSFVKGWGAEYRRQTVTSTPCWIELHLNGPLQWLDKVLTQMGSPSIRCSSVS
HUVEC inhibit – inhibitors of human endothelial cell proliferation; HUVEC proliferation, CellTiter-Glo luminescence, 72 h; active compounds read low; viability, % at 10 µM (by protocol); 86,000 compounds, 1.1% hits; AID 648;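 active means viability at or below 30%; inactive means viability above 30%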;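 further: 100% = median luminescence of DMSO-only cell control wells on each plate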
Mac1 fbg enh – enhancers of human CD11b/CD18 binding to fibrinogen. P05107+P11215. K562 CD11b/CD18 adhesion to fibrinogen, ATPlite luminescence. activation, % at 10 µM. 93,000 compounds, 0.07% hits. AID 1499;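 active means 10 µM primary screen giving 50% or more activity, confirmed by 40% or more on retest at that dose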; further: strong numbers were not always called active
ERb coact inh – ER-beta (human) coactivator binding inhibition | Q92731 | TR-FRET ER-beta LBD / SRC1-Cy5 peptide binding; receptor agonist-loaded with 1 µM estradiol | inhibition, % at 25.6 µM | 86,000 compounds, 1.3% hits | AID 633;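 active means compounds whose percent inhibition of the receptor-coactivator binding signal exceeds about 50% in the single-dose screen, limit read from the data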;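 further: 0% = receptor plus peptide wells without compound and 100% = peptide-only wells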
Target sequence (Q92731 whole entry, looked up, the tested form may be a part): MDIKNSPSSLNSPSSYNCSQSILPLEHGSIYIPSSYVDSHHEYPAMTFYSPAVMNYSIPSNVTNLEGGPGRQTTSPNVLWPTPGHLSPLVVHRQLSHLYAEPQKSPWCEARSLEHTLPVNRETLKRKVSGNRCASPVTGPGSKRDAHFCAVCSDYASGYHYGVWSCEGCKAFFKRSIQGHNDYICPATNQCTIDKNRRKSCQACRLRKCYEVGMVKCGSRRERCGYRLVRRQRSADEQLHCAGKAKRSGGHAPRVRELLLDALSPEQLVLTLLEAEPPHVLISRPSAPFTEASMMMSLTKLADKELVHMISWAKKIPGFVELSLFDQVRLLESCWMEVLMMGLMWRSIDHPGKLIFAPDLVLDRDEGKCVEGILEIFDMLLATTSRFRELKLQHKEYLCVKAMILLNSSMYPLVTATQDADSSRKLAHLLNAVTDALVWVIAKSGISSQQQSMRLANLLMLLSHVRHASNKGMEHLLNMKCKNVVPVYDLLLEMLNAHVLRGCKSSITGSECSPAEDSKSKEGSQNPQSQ
ERa SRC1 pot – enhances coactivator binding to human estrogen receptor alpha | coactivator binding (% of control), % at 25.6 µM | TR-FRET ERalpha-LBD/SRC-Cy5 coactivator binding, 2 h; 100 = basal binding, no effect | AID 639 | 86,000 compounds, 1.3% hits | P03372; in the data active means activity above about 200%;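 further: binding measured in presence of low estradiol as agonist stimulus; 0% = peptide alone without receptor and 100% = receptor with peptide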
An asterisk follows results filed as active; / = not tested or not shown; [ ] = remark or other dose. Some of the compounds tested; the hit share may differ from the screen's.

SMILES	ERa SRC1 inh	Lung fibro prol	MT1-MMP txn act	H69AR inhibit	Smad3 FoxH1 inh	HUVEC inhibit	Mac1 fbg enh	ERb coact inh	ERa SRC1 pot
O=C(COc1ccccc1Br)N1CCN(c2ccccc2)CC1	-4.8	99.0	/	90.5	-3.0	100.6	0.4	-14.6	108.1
Cc1sc2nc(C(C)C)nc(SCC(=O)N3CCN(C(=O)c4ccco4)CC3)c2c1C	-3.2	92.7	0.9	56.6	19.4	77.5	2.3	-5.6[fluorescence artefact?]	116.0
CC1CCC(C(C)C)C(OC(=O)CSc2nccc(=O)[nH]2)C1 (centres undefined)	-1.1	105.9	1.1	94.7	-19.8	99.2	-2.2	-11.1	84.2
O=C(CC1NCCNC1=O)Nc1ccc2c(c1)OCO2 (centres undefined)	-12.7	108.1	1	96.3	-8.2	98.0	-2.0	-7.0[fluorescence artefact?]	133.4
CC1CCN(C(=O)c2ccc(S(=O)(=O)N(C)C)cc2)C(C)C1 (centres undefined)	8.4[fluorescence artefact?]	101.9	1	95.2	12.8	95.9	-8.0	-0.8[fluorescence artefact?]	116.2
Cc1ccc(Cn2nnc3c(=O)n(CC(=O)NCc4ccc5c(c4)OCO5)cnc32)cc1	-13.3	95.8	1	38.7*	8.5	67.3	/	-25.2[fluorescence artefact?]	116.4
CCC(C)Sc1nnc(-c2c[nH]c3ccccc23)n1CCOC (centres undefined)	3.5[fluorescence artefact?]	93.2	1.1	77.8	-6.1	96.4	-1.2	3.4[fluorescence artefact?]	113.6
CCN1CCN(C(=O)c2ccccc2N(C)S(=O)(=O)c2ccc(C)cc2)CC1	3.4	99.2	1.1	88.1	1.1	93.5	1.7	-4.4	94.9
COc1cc2c(cc1OC)CN(S(C)(=O)=O)CC2	-1.4	97.0	1	96.2	-0.8	99.2	1.6	-5.5	123.0[fluorescence artefact?]
O=C(CN1C2=NCCCN2c2ccccc21)c1ccc2c(c1)OCO2	-9.0	89.8	1.2	72.7	6.1	87.5	-1.1	-13.9	126.9
CCn1c(=O)cc(SCC(=O)N2CCOCC2)c2ccccc21	-1.9	98.5	1.1	93.5	31.4[fluorescence artefact?]	82.2	0.5	-0.8	97.3[fluorescence artefact?]
CC(=O)N(C)c1ccc(OCC(O)CN(Cc2ccco2)S(=O)(=O)c2ccc(C)cc2)cc1 (centres undefined)	-29.0	98.0	1	63.4	7.5	93.7	-2.8	-18.0	119.6
N[C@@H](Cc1ccccc1)c1nnc2sc(SCc3ccccc3)nn12	-10.2	87.6	1.1	78.0	4.0	81.8	5.3	-2.8	104.3
CCc1ccc(C2CC(c3ccc(Cl)cc3)n3nc(N)nc3N2)cc1 (centres undefined)	-2.1	102.9	1.1	115.9	2.3	108.3	/	-5.0	104.5
Cc1ccc(-c2nsc3c(N4CCN(C(=O)c5ccco5)CC4)ncnc23)cc1	4.2	99.5	1.1	80.9	-2.7	94.5	-3.0	18.0[fluorescence artefact?]	95.3
Cc1cc(C)nc(NS(=O)(=O)c2ccc(N3C(=O)C4CC=C(Cl)CC4C3=O)cc2)n1 (centres undefined)	14.3	100.1	0.9	94.5	-7.8	96.1	1.8	4.8	87.5
CCOC(=O)c1cnc(-c2ccccc2)nc1N	8.6	91.8	1	83.8	-1.9	94.6	1.2	-3.8	111.6
CN1CCc2c(sc3c2c(NCc2ccco2)nc2nnnn23)C1	84.9*[fluorescence artefact?]	88.2	1.4	58.2	7.3	68.4	-4.1	32.4[fluorescence artefact?]	18.9[fluorescence artefact?]
Cc1sc2c(c1C)CN(C(C)(C)C)CN2C(=O)c1ccccc1	7.9	85.5	1.4	90.4	6.3	81.7	-3.6	3.8[fluorescence artefact?]	109.0
COc1ccccc1C(=O)NC(CCSC)C(=O)OCC(=O)NC(=O)NCc1ccco1 (centres undefined)	33.2	98.5	1.1	95.8	7.0	92.2	-1.8	15.1	85.6[fluorescence artefact?]
COCc1[nH]nc2c1C(c1ccccc1F)C(C#N)=C(N)O2 (centres undefined)	-14.8	95.0	1.1	89.1	-1.1	91.7	-2.7	-0.9	135.2
O=S(=O)(c1ccc(F)c2ccccc12)N1CCCCC1	6.5[fluorescence artefact?]	108.6	1.1	88.2	5.1	91.6	/	-7.5[fluorescence artefact?]	95.6
CCOC(=O)c1c(NC(=O)Cn2c(=O)oc3ccccc32)oc(C)c1C(C)=O	-2.5	104.8	1.2	95.7	5.7	111.0	/	-5.6	115.0[fluorescence artefact?]
Cn1nnc2cc(C(=O)NCc3ccc4c(c3)OCO4)ccc21	6.9	107.0	1.3	92.9	0.5	95.3	0.1	8.0	109.2
CC(C)(CNC(=O)c1cc(=O)[nH]c2ccccc12)N1CCOCC1	9.4	89.8	1.1	101.0	-1.4	90.8	-1.9	-7.2	93.6

Rewritten with values under each structure: entries from further up
Results follow in this order: ERa SRC1 inh	Lung fibro prol	MT1-MMP txn act	H69AR inhibit	Smad3 FoxH1 inh	HUVEC inhibit	Mac1 fbg enh	ERb coact inh	ERa SRC1 pot
Cc1sc2c(c1C)CN(C(C)(C)C)CN2C(=O)c1ccccc1
    7.9	85.5	1.4	90.4	6.3	81.7	-3.6	3.8[fluorescence artefact?]	109.0
COc1ccccc1C(=O)NC(CCSC)C(=O)OCC(=O)NC(=O)NCc1ccco1 (centres undefined)
    33.2	98.5	1.1	95.8	7.0	92.2	-1.8	15.1	85.6[fluorescence artefact?]
COCc1[nH]nc2c1C(c1ccccc1F)C(C#N)=C(N)O2 (centres undefined)
    -14.8	95.0	1.1	89.1	-1.1	91.7	-2.7	-0.9	135.2
O=S(=O)(c1ccc(F)c2ccccc12)N1CCCCC1
    6.5[fluorescence artefact?]	108.6	1.1	88.2	5.1	91.6	/	-7.5[fluorescence artefact?]	95.6
CCOC(=O)c1c(NC(=O)Cn2c(=O)oc3ccccc32)oc(C)c1C(C)=O
    -2.5	104.8	1.2	95.7	5.7	111.0	/	-5.6	115.0[fluorescence artefact?]
Cn1nnc2cc(C(=O)NCc3ccc4c(c3)OCO4)ccc21
    6.9	107.0	1.3	92.9	0.5	95.3	0.1	8.0	109.2
CC(C)(CNC(=O)c1cc(=O)[nH]c2ccccc12)N1CCOCC1
    9.4	89.8	1.1	101.0	-1.4	90.8	-1.9	-7.2	93.6

Following part:
SMILES	ERa SRC1 inh	Lung fibro prol	MT1-MMP txn act	H69AR inhibit	Smad3 FoxH1 inh	HUVEC inhibit	Mac1 fbg enh	ERb coact inh	ERa SRC1 pot
COc1ccc(OCC(=O)OCCN(C)C)cc1	2.4	102.6	1.2	99.8	-18.7	109.2	-2.0	15.2[fluorescence artefact?]	97.5
CCc1ccc2c(c1)C1(NN=C(c3cccc4ccccc34)S1)C(=O)N2 (centres undefined)	0.6	34.5*	1.1	18.9*	-18.6	35.0	/	-3.7	68.4[fluorescence artefact?]
CC(NC(=O)C1CCCC1)c1ccc2c(c1)OCCO2 (centres undefined)	-2.0	100.5	1.1	98.9	-14.5	93.2	-0.7	-10.1	106.4[fluorescence artefact?]
O=C1C(=O)N(CCOCCO)C(c2ccccn2)/C1=C(\O)c1ccccc1 (centres undefined)	-0.7	100.1	1.1	93.1	16.1	111.2	-3.6	-8.8	111.1
CCC(CC)C1C(C#N)=C(N)SC(N)=C1C#N	-59.7[fluorescence artefact?]	95.7	1.1	95.3	3.2	91.9	/	-5.3	98.2
O=S(=O)(c1cccc(C(F)(F)F)c1)N(CCCN1CCOCC1)Cc1cccs1	-3.7[fluorescence artefact?]	93.6	1.2	75.4	3.4	89.3	0.1	-3.3	108.9[fluorescence artefact?]
O=C(Oc1cccc(-c2cnc3ccccc3n2)c1)c1ccco1	-1.1	95.3	1.4	70.1	1.9	85.9	/	-15.5[fluorescence artefact?]	311.0*
O=S(=O)(Nc1ccc2nc(-c3ccc(Br)o3)[nH]c2c1)c1ccccc1	4.2	95.7	1.6	92.7	3.8	75.2	/	7.1	87.3[fluorescence artefact?]
O=C(Cn1c(=O)oc2cc(S(=O)(=O)N3CCCC3)ccc21)Nc1cccc(C(F)(F)F)c1	60.3*[fluorescence artefact?]	98.6	0.9	37.8*	2.1	92.4	-4.8	-5.1[fluorescence artefact?]	233.8*[fluorescence artefact?]
Cn1c(=O)c2c(nc(N3CCN(c4ccccc4)CC3)n2CCCc2ccccc2)n(C)c1=O	-2.4	93.5	1.3	88.3	11.9	94.6	-3.4	3.3	100.2
COC(=O)c1sccc1NC(=O)C1CC=CCC1C(=O)O (centres undefined)	3.3	103.0	1.1	88.0	-9.9	90.3	3.5	-0.4[fluorescence artefact?]	93.3
Nc1nonc1C(=O)OCC(=O)N1CCOCC1	-5.7	91.9	1.1	98.2	-4.0	92.0	2.2	-5.8	117.7
O=C(CN1CCCCCC1)OCCN=C1NS(=O)(=O)c2ccccc21	-6.7	102.5	1.1	97.3	2.8	100.5	/	3.6	114.8
NC(=O)c1nsc(C(=O)N(CC(=O)NCc2ccco2)c2ccccc2F)c1N	-10.6	97.6	1.2	75.7	-2.0	79.3	/	-12.6	93.2
COc1ccc(-n2c(SCC(=O)OC(C)C)nnc2-c2ccccn2)cc1	-6.4	98.8	1.1	109.7	-15.8	99.5	3.0	4.3	103.8
CCOc1ccc(N2CSC3=C(C#N)C(c4ccco4)CC(=O)N3C2)cc1 (centres undefined)	50.8*	96.0	1.2	75.3	9.8	87.0	-10.4	51.8*	93.6[fluorescence artefact?]
COC(=O)c1ccc(N2C(=O)c3ccc(OC)c(OC)c3C2=O)cc1	-4.9[fluorescence artefact?]	101.9	1.1	92.2	-32.1	107.1	-1.2	3.6	113.4[fluorescence artefact?]
COc1ccc2c(c1)CCc1sc(NC(=O)c3ccco3)nc1-2	13.9	117.5	/	77.3	4.2	98.1	5.1	5.3	85.9[fluorescence artefact?]
Cc1nc(/C=C/c2ccccc2)cc(/C=C/c2ccccc2)n1	4.1	101.5	1.2	54.7	13.3	85.1	3.6	-1.6	106.8
O=S(=O)(NCc1cn2ccsc2n1)c1cccs1	2.5	96.6	1.1	93.3	3.7	100.0	-3.0	12.6	111.7
C=CCOc1c(CNc2nccs2)cccc1OCC	-2.8	89.1	1	88.4	-3.4	97.3	2.2	-3.5	95.1
CCN(CC)CCCN1C(=O)c2oc3ccccc3c(=O)c2C1c1cccs1 (centres undefined)	3.0	107.0	1.3	76.4	-14.1	97.4	-1.4	-9.2	99.0
COc1ccc(S(=O)(=O)N(C)c2ccc(OCC(=O)Nc3cc(C)on3)cc2)cc1	-2.8	/	1.1	105.7	1.9	116.6	-1.7	2.7	108.7
CCOC(=O)c1[nH]c2ccc(Cl)cc2c1-c1ccccc1	-0.2	99.1	1	83.2	-7.2	94.8	/	-8.8	110.6
Cc1ccc2c(c1)c1c3n2CC(=C2C(=O)OC(C)(C)OC2=O)NC3CCC1 (centres undefined)	43.6[fluorescence artefact?]	101.0	1	85.7	-6.3[fluorescence artefact?]	107.0	-1.4	54.2*[fluorescence artefact?]	82.2
CC(C)(C)C(=O)Nc1ccccc1C(=O)Nc1ccncc1	-8.2	100.9	1.3	80.3	-2.8	93.2	/	-5.0	89.8
CC(C)Oc1ccc(-c2nn(-c3ccccc3)cc2/C=c2\sc3ncnn3c2=O)cc1	-1.8[fluorescence artefact?]	89.7	1.2	116.0	-11.2	90.7	75.6	-0.1	104.3
